RXFP1 antagonist = blocks the human relaxin receptor RXFP1; Q9HBX9; HEK293-RXFP1, relaxin-stimulated cAMP HTRF, 30 min; hits give low values; activity change, negative = inhibition, % at 57.5 µM; 0.59% of 350,000 active; AID 1259400;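 active = activity change of -60% or lower, but not beyond a set lower limit; inconclusive = change between -60% and -40%, or beyond the set limit; inactive = change above -40%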; also: % is scaled to controls: 0 for no effect and ±100 for the full control effect
RXFP1 agonist = RXFP1 (human) receptor agonism; Q9HBX9; HEK293T-RXFP1 cAMP TR-FRET, 30 min; response scale: percent of porcine relaxin response, buffer zero; Potency, µM (series often up to 57.5 µM), inactives show at the highest dose activation, most hits filed as activators; 0.3% of 370,000 active; AID 2676; also: potency is read from the fitted curve at half-maximal effect; % is scaled to controls: 0 for no effect and ±100 for the full control effect; nearly all actives have a fitted effect of over 60% in size; many of its hits are not listed in these tables
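HEK293T cells stably expressing RXFP1 were pretreated with the PDE4 inhibitor Ro 20174, exposed to compounds for 30 min at 37C, lysed, and cAMP was read by TR-FRET. Data normalized to buffer (basal) and 29 nM porcine relaxin (100%).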
TRHR PAM = allosteric enhancers of human TRH receptor | P34981 | TRHR cells, fluo-8 calcium fluorescence, EC20 TRH enhancement | enhancement, % at 2 µM | 0.66% of 360,000 active | AID 493056; in the data active = enhancement above about 30%; also: 0% is about no effect
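Enhancer read-out: after compound pinning and an initial kinetic agonist-mode read, an EC20 of TRH (10 nM final) was injected and fluo-8 calcium signal (Ex 480/Em 530) followed at 1 s/cycle for 100 cycles in TRHR-expressing cells.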
TRHR agonist = TRH receptor (human) agonism. P34981. TRHR cells, calcium flux fluo-8, FDSS agonist mode. activation, % at 2 µM. 0.18% of 360,000 active. AID 493084; in the data active = activation above about 30%; also: 0% is about no effect
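In this calcium-flux screen, cells bearing human TRHR are dye-loaded with fluo-8, baselined for 10 cycles, then exposed to library compounds; positive kinetic calcium responses during the agonist phase mark hits, with TRH as control.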
D1 ag = activates the human D1 dopamine receptor; HEK293 T-REx D1 cells, calcium flux, agonist mode; 1% of 360,000 active; activation, % at 2 µM; P21728; in the data active = activation above about 30%; also: 0% is about no effect
Target sequence (P21728 whole entry, looked up): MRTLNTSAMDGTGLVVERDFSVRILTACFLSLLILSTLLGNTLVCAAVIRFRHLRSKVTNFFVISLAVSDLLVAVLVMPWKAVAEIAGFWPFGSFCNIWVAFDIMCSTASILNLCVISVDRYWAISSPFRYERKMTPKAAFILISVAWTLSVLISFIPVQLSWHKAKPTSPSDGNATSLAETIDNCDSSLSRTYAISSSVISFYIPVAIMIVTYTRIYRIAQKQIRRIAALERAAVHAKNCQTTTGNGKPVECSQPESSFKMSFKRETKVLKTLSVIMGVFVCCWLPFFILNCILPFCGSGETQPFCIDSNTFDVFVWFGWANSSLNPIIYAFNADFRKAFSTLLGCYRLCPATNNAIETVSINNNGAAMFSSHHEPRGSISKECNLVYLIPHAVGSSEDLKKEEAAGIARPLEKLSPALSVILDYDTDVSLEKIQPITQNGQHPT
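Tetracycline-induced HEK293 TREx D1 cells, force-coupled to calcium signalling, were dye-loaded with a no-wash calcium kit. Compound was pin-added after a 10 s baseline. Fluorescence was read kinetically at 1 cycle/s for 180 s, with calcium rises flagged as agonism.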
D1 antagonist = antagonists of human D1 dopamine receptor; P21728; HEK293 TREx D1 cells, calcium flux, dopamine EC80; hits give low values; activity change, negative = inhibition, % at 10 µM; 3.2% of 360,000 active; in the data active = activity change below about -30%; also: % is scaled to controls: 0 for no effect and ±100 for the full control effect
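Inducible Hek293 Trex D1 cells (tetracycline, overnight, 30 C). Calcium dye 30–90 min RT. Antagonist mode: EC80 dopamine added after 180 s compound read.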
D2 PAM = D2 dopamine receptor (human) potentiation | P14416 | HEK293 T-REx D2, calcium flux, EC20 dopamine potentiation | potentiation, % at 10 µM | 0.34% of 340,000 active;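 active = potentiation over 3 SD above the plate norm, cut at about 30% in these data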; also: 0% is about no effect
Target sequence (P14416 whole entry, looked up): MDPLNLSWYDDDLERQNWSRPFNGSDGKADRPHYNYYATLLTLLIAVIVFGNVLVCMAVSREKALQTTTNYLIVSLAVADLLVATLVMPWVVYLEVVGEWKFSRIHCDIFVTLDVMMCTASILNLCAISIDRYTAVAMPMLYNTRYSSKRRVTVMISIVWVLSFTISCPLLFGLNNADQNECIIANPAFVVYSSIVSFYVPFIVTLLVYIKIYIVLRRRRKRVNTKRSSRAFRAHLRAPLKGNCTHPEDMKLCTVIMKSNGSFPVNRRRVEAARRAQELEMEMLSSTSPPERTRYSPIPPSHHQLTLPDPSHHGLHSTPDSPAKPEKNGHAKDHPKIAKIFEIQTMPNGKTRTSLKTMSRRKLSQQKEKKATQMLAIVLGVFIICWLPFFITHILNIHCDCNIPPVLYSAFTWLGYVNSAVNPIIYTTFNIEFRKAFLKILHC
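Cells plated with tetracycline inducer and held overnight at 30 C; calcium dye loaded 30–90 min at room temperature; baseline taken, compound added and read 180 s; EC20 dopamine then added and read 180 s.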
Apoferritin bind = binds horse apoferritin like a general anesthetic | Potency, µM (titrated, usually from 77.5 µM), inactives show top-dose activity change, negative = displacement, usual class: inhibitors | AID 485281 | 0.074% of 350,000 active | P02791 | apoferritin/1-aminoanthracene competitive binding, fluorescence; also: potency is read from the fitted curve at half-maximal effect; % is scaled to controls: 0 for no effect and ±100 for the full control effect; nearly all actives have a fitted effect of over 20% in size
Target sequence (P02791 2-175 limits assumed): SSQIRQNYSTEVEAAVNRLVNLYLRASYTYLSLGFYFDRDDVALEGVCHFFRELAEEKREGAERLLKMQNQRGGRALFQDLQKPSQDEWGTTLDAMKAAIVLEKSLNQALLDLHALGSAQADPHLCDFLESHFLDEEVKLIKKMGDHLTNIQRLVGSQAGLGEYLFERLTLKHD
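Concentration-response curves derived by four-parameter Hill fitting of normalized fluorescence, where compounds displaced 1-AMA from 10 uM horse apoferritin following a brief 10 min room-temperature incubation; propofol titration acted as positive control.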
D1 potentiator = potentiators of human D1 dopamine receptor; P21728; HEK293 TREx D1 cells, calcium flux, dopamine EC20 potentiation; potentiation, % at 10 µM; 0.036% of 360,000 active; AID 504651; in the data active = potentiation above about 30%; also: 0% is about no effect
Active calls of the source: *; ? = inconclusive; nt = no result given; [ ] = dose if it differs, or a comment. Unless noted, calls follow the shape of the dose curve; as a rule, active = well fitted curve in the direction sought with a large enough effect; inconclusive = small, poorly fitted or top-dose-only effect, or another doubt; inactive = no such curve, though single readings can be large; an effect the other way counts as inactive or inconclusive. A portion of the library; count on the stated rates, not on these rows.

SMILES	RXFP1 antagonist	RXFP1 agonist	TRHR PAM	TRHR agonist	D1 ag	D1 antagonist	D2 PAM	Apoferritin bind	D1 potentiator
CC(C)c1nc2sc3c(=O)n(N)cnc3c2c2c1COC(C)(C)C2	-1	22%	3	-1.4	2	-1	6	-5%	0
CCOC(=O)N1CCN(c2ncc3c(n2)CC(c2ccc(OC)c(OC)c2)CC3=O)CC1 (centres undefined)	nt	12%	-6	-1.9	-1	-4	3	2%	-4
Cc1c(Cl)cccc1NC(=O)CCCN1C(=O)c2cccnc2C1=O	5	?	-1	0.0	0	-6	11	-5%	3
COC(=O)c1ccccc1NC(=O)CN(C)S(=O)(=O)c1cc(C)ccc1OC	-3	-0.9%	13	-0.1	7	-17	21	-13%	9
CC1CCN(S(=O)(=O)c2cccc3cccnc23)CC1	-1	-0.1%	-7	0.5	0	6	1	-11%	-1
CCOc1ccc(CCNC(=O)CCC(=O)N2CCSc3ccccc32)cc1OCC	nt	1.2%	-6	-0.9	1	-3	11	-8%	2
c1ccc(SCCN2CCc3ccccc3C2)cc1	?	1.1%	15	-1.3	1	-73*	-43	5%	-2
COCCn1c(-c2ccc(-c3ccc([N+](=O)[O-])cc3Br)o2)nc2c1c(=O)[nH]c(=O)n2CC(C)C	-32	6.2%	3	6.8	24	-2	nt	-14%	-5
Cc1ccc(CSc2ncc(Cl)c(C(=O)Nc3sc4c(c3C(N)=O)CCCC4)n2)cc1	nt	0.3%	14	0.7	0	3	1	211%[activator]	-2
O=Cc1c(N2CCOCC2)nc2ccccn2c1=O	9	7.6%	-2	-0.1	-2	22	-4	-12%	-1
O=C(c1cccc(C(F)(F)F)c1)C1CCCN(Cc2cccc(OCCO)c2)C1 (centres undefined)	-38	0.5%	10	-2.3	16	-7	12	-16%	-3
Cc1ccc(S(=O)(=O)N2CCCC2CNC(=O)c2ccc(F)c(F)c2)cc1 (centres undefined)	-8	-0.7%	0	0.2	4	-5	-1	nt	-7
CC(C1CCN(Cc2nc(C3CC3)no2)CC1)N1CCOCC1 (centres undefined)	-1	0.8%	2	-0.2	2	18	6	-10%	-1
COC(=O)c1ccc(NC(=O)c2cc[n+]([O-])cc2)cc1	-1	1.8%	-15	0.6	0	6	1	-20%	-1
CCN1C(=O)CSc2ccc(C(=O)NC3CCCCC3)cc21	-6	2.5%	7	-0.3	4	-17	-25	-12%	0
CC(NC(=O)c1cc2sccc2n1Cc1ccc(F)cc1)c1ccccc1 (centres undefined)	nt	3.1%	8	0.5	2	-3	5	6%	-1
O=C(CN1CCN(S(=O)(=O)c2ccccc2F)CC1)Nc1ccccc1C(=O)c1ccccc1	-13	-0.2%	0	-0.5	5	7	3	-14%	-6
O=C(/C=C/c1ccccc1Cl)NCCc1ccccc1	-23	2.8%	0	-1.7	1	-18	-16	?	1
Cc1c(Cl)cccc1Nc1nn2c(=O)c3ccccc3nc2s1	-10	?	1	-0.1	1	5	-3	-1%	0
CCOc1ccccc1NC(C)C(=O)NC(=O)NC1CCCCC1 (centres undefined)	-1	2.5%	0	-0.5	1	19	-10	nt	0
N#Cc1cnn(-c2ccccc2)c1N	-4	-1.0%	9	-0.8	4	-3	15	-5%	-1
Cc1cc2c(s1)c(C=O)c(C(=O)NCc1ccccc1F)n2C	nt	5.2%	4	1.5	2	-13	nt	nt	-6
COc1ccc(-c2c3c(=O)n(C)c(=O)n(C)c3cn2C2CCCCC2)cc1	12	3.2%	-4	-0.9	4	18	9	?	2
Cc1csc(C(=O)O)c1-n1cccc1	-1	1.7%	-3	0.6	2	11	-7	-2%	-9
CCOC(=O)Cc1csc(NC(=O)CSc2nnc(-c3cccnc3)n2Cc2ccco2)n1	7	0.2%	5	-0.5	3	1	8	-2%	5
Other structures:
SMILES	RXFP1 antagonist	RXFP1 agonist	TRHR PAM	TRHR agonist	D1 ag	D1 antagonist	D2 PAM	Apoferritin bind	D1 potentiator
COc1ccc(C2C(C(C)=O)=C(O)C(=O)N2c2ccc(Br)cn2)cc1 (centres undefined)	-1	18%	-4	-1.0	2	-3	6	-9%	4
CCOC(=O)c1sc(NC(=O)CCC(=O)O)nc1C	-85*	-0.3%	8	-0.2	2	-6	7	-10%	8
CCc1ccc(N(CC(=O)NCc2ccc3c(c2)OCO3)C(=O)c2csnn2)cc1	-8	-0.3%	1	-0.2	-1	-8	-7	0%	0
CCC(C)NC(=O)Cn1c(=O)n(-c2ccc(Cl)c(Cl)c2)c(=O)c2c(C)c(C(=O)N(CC)CC)sc21 (centres undefined)	-3	1.8%	-2	-0.6	0	-4	-2	-2%	5
NNC(=O)c1cc2c(N3CCC(Cc4ccccc4)CC3)ncnc2s1	-6	6.6%	-4	1.2	12	-6	-5	?	-6
COc1ccc(NC(=O)c2oc3ccccc3c2NC(=O)c2cc(=O)c3ccccc3o2)cc1	-7	0.0%	-4	0.1	1	-4	-9	-9%	-2
O=C(CCS(=O)(=O)c1ccc(Cl)cc1)NCCC1=CCCCC1	-2	1.8%	3	-0.3	1	-1	-7	-8%	-1
NC(=O)NC(Cc1ccccc1)C(=O)Nc1ccc(S(N)(=O)=O)cc1 (centres undefined)	-6	-1.0%	7	0.8	0	-76*	13	1%	-1
Cc1cc(C=O)c(C)n1-c1cc(C(F)(F)F)ccc1N1CCOCC1	-11	1.7%	6	0.4	1	3	1	-19%	-1
CCN(CC)C(=O)CN(c1cc2c(cc1OC)oc1ccccc12)S(=O)(=O)c1ccc(C)cc1	-8	-0.6%	3	0.7	2	-8	nt	2%	0
COC(=O)c1cc(Br)c(=O)n(-c2ccc(OC)cc2)c1	3	22%	-1	-0.3	1	-7	21	-3%	-3
N#C/C(=C\c1cccnc1)C(=O)Nc1ccc(SC(F)F)cc1	-6	4.4%	8	0.3	1	-36*	-3	2%	-3
CCc1ccc(-c2csc(NC(=O)C3=NN(c4ccccc4)C(=O)CC3)n2)cc1	-4	0.0%	-2	0.1	1	6	-2	-10%	-10
CC(C)(C)c1cc(=O)n2c(C#N)c(C#N)nc2[nH]1	-7	7.4%	4	0.0	1	19	0	-9%	5
CCOc1ccc(CNC(=O)c2ccc(NC(=O)C3=CSCCO3)cc2)cc1	-4	2.7%	-1	-1.1	7	-3	4	-4%	-5
COc1cc(C2C(C#N)=C(C)NC3=C2C(=O)c2ccccc23)cc(OC)c1OC (centres undefined)	3	5.2%	-3	-0.2	0	-53*	-3	1%	-6
CCN(CC)CCN(C(=O)c1ccc(S(=O)(=O)N2CCCCC2)cc1)c1nc2cc3c(cc2s1)OCO3	4	-1.0%	-5	-0.2	3	7	-13	-19%	-10
COc1ccc(CCN2C(=O)N(c3cccc(OC)c3)C(=O)C2CC(=O)Nc2ccccc2)cc1 (centres undefined)	nt	-0.1%	-3	1.5	8	-1	-33	86%[activator]	1
Cc1ccccc1NC(=O)CSc1nnc(Cc2ccccc2)o1	2	1.8%	-3	-0.1	0	0	-19	-7%	-2
CCOc1cc(C)c(Cl)cc1S(=O)(=O)NCCOC	-10	1.8%	2	0.3	4	7	-18	3%	2
Cc1c(NC(=S)Nc2ccccc2C(F)(F)F)cccc1[N+](=O)[O-]	-5	-0.8%	2	-0.8	2	-13	-1	-1%	5
CNc1c(NC(=O)c2ccc3c(c2)OCO3)c(=O)oc2ccccc12	-22	-1.0%	-5	1.3	2	-6	18	-3%	-7
CCOCCCNC(=O)N[C@H](C(=O)OC)C(C)CC (some centres undefined)	-3	-1.4%	-4	1.1	3	-23	-2	7%	-6
Cc1nn(C(=O)CNC(=O)c2ccccc2)c(C)c1C	-10	4.3%	2	0.2	2	-1	0	-9%	3
CCC1C(=O)c2ccccc2N(C)C1=O (centres undefined)	10	3.7%	2	-0.4	2	5	-1	-1%	3
O=S(=O)(O)c1cc(OS(=O)(=O)c2ccccc2)cc2ccccc12	3	-1.8%	-4	0.3	-2	43	6	3%	-2
CC(C)NC(=O)CN(C(=O)CCC(=O)Nc1nccs1)c1ccc2c(c1)OCO2	1	0.0%	17	0.5	2	25	21	1%	-4
CN1OC(CC(=O)O)N(c2ccc(Cl)cc2)C1=O (centres undefined)	3	-2.6%	4	0.3	0	-2	-2	-3%	-1

In a second layout: entries from further up.
structure: N#Cc1cnn(-c2ccccc2)c1N
  RXFP1 antagonist: -4; RXFP1 agonist: -1.0%; TRHR PAM: 9; TRHR agonist: -0.8; D1 ag: 4; D1 antagonist: -3; D2 PAM: 15; Apoferritin bind: -5%; D1 potentiator: -1
structure: O=C(CCS(=O)(=O)c1ccc(Cl)cc1)NCCC1=CCCCC1
  RXFP1 antagonist: -2; RXFP1 agonist: 1.8%; TRHR PAM: 3; TRHR agonist: -0.3; D1 ag: 1; D1 antagonist: -1; D2 PAM: -7; Apoferritin bind: -8%; D1 potentiator: -1
structure: CCc1ccc(N(CC(=O)NCc2ccc3c(c2)OCO3)C(=O)c2csnn2)cc1
  RXFP1 antagonist: -8; RXFP1 agonist: -0.3%; TRHR PAM: 1; TRHR agonist: -0.2; D1 ag: -1; D1 antagonist: -8; D2 PAM: -7; Apoferritin bind: 0%; D1 potentiator: 0

Two compounds picked at random from those above:
SMILES	RXFP1 antagonist	RXFP1 agonist	TRHR PAM	TRHR agonist	D1 ag	D1 antagonist	D2 PAM	Apoferritin bind	D1 potentiator
COC(=O)c1cc(Br)c(=O)n(-c2ccc(OC)cc2)c1	3	22%	-1	-0.3	1	-7	21	-3%	-3
CCOCCCNC(=O)N[C@H](C(=O)OC)C(C)CC (some centres undefined)	-3	-1.4%	-4	1.1	3	-23	-2	7%	-6

Gathered by group, the entries above containing a COOH group.
SMILES	RXFP1 antagonist	RXFP1 agonist	TRHR PAM	TRHR agonist	D1 ag	D1 antagonist	D2 PAM	Apoferritin bind	D1 potentiator
Cc1csc(C(=O)O)c1-n1cccc1	-1	1.7%	-3	0.6	2	11	-7	-2%	-9
CCOC(=O)c1sc(NC(=O)CCC(=O)O)nc1C	-85*	-0.3%	8	-0.2	2	-6	7	-10%	8
CN1OC(CC(=O)O)N(c2ccc(Cl)cc2)C1=O (centres undefined)	3	-2.6%	4	0.3	0	-2	-2	-3%	-1

Source: PubChem
